Screening data as filed in PubChem BioAssay.
OXTR potentiate: human OXTR potentiators, primary screen, fluorescence, CHO-OTR cells, Fluo-8 calcium. Oxytocin receptor (Homo sapiens), P30559. Fluo-8 calcium fluorescence, potentiator mode; 0% = oxytocin EC15, 100% = EC100. activation, % at 3 µM. 0.061% of 320,000 active;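 active = activation above that plate's cutoff, the mean activation of tested compounds plus 3 SD, cut at about 6.6% in these data, passing the limit was not always enough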;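 note: 100% uses oxytocin at 75 nM as the full agonist control; some results filed as inactive read as strong as hits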
Target sequence (P30559 whole entry, looked up): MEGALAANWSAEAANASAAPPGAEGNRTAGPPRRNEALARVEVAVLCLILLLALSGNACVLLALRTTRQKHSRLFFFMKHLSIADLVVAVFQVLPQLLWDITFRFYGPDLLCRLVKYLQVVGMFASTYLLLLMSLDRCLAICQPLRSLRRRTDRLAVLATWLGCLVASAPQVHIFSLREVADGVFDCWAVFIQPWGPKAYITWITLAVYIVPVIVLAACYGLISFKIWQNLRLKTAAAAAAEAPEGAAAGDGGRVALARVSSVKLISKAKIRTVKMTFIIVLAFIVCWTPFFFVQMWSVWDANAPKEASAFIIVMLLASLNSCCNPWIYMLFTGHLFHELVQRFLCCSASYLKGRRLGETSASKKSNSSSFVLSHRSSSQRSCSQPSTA
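System: human OTR in CHO cells; Also added: sub-maximal oxytocin, roughly EC15; Timing: compound 6 min at room temperature before oxytocin, 100 s read; Technique: Fluo-8 intracellular calcium fluorescence, ex 470-495, em 515-575 nm; Controls: oxytocin EC15 low and EC100 high; Replication: singlicate.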
CHO-K1 Ca antag: nonselective inhibitor or artifact in parental CHO-K1 cells; ATP-induced calcium, Fluo-8 fluorescence; inhibition, % at 3 µM; 0.6% of 360,000 active;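 active = inhibition above a per-plate cutoff, the plate's mean sample inhibition plus 3 SD, cut at about 24% in these data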;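 note: 0% = DMSO plus EC80 ATP and 100% = DMSO alone without ATP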
TAAR1 antagonist: human TAAR1 antagonists, primary screen, Fluo-8 calcium fluorescence, CHO RD-HGA16 cells; antagonist; inhibition, % at 3 µM; 1.5% of 360,000 active;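 active = inhibition above a per-plate cutoff, the mean inhibition of test compounds on that plate plus 3 SD, cut at about 49% in these data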;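 note: 0% = DMSO plus EC80 beta-PEA response and 100% = DMSO alone without agonist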
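Test system: hTAAR1-expressing CHO RD-HGA16 cells, Gα16-coupled; Probe or stimulus: EC80 β-phenethylamine stimulus; Compound dosing: single nominal final test compound concentration of 3 µM; Timing: 140 s kinetic read after compound, 140 s after agonist; Signal: Fluo-8 calcium-sensitive fluorescence; Measure: % inhibition of agonist calcium response; Controls: DMSO and EC80 PEA controls.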
V1R ag counter: agonists of human V1a receptor, primary screen, counter-screen for OXTR agonist project, fluorescence, CHO-V1R cells. Fluo-8 calcium fluorescence, agonist mode; 0% DMSO, 100% 3 nM vasopressin. activation, % at 3 µM. 0.25% of 320,000 active. AID 2797, 2010;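 active = activation above the mean activation of all tested compounds plus 3 SD, per screening run, cut at about 20% in these data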;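 note: signal is peak over basal fluorescence ratio across a 100 second FLIPR read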
CHRM1 agonist: human M1 muscarinic receptor agonists, primary screen, Fluo-8 calcium fluorescence, CHO-K1 cells, HTS; Muscarinic acetylcholine receptor M1 (Homo sapiens), P11229; CHO-K1 hM1, agonist mode; 0% DMSO, 100% acetylcholine EC100; activation, % at 3 µM; 0.33% of 360,000 active; AID 588814, 2011;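 active = activation above the run's mean compound activation plus 3 SD, cut at about 16% in these data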;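 note: peak over basal fluorescence ratio within a 140 s kinetic read after compound addition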
Target sequence (P11229 whole entry, looked up): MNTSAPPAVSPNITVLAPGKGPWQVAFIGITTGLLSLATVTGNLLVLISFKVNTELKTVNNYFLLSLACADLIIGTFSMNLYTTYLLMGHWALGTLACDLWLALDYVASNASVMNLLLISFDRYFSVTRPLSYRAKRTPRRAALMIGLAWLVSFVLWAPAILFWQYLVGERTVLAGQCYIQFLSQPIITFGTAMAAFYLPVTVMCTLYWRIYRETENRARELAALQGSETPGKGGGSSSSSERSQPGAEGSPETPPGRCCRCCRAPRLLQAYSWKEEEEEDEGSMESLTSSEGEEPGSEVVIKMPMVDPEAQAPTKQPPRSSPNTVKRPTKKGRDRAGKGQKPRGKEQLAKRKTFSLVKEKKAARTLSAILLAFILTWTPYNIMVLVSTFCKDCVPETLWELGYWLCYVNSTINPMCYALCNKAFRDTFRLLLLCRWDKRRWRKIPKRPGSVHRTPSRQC
CHO parental Ca: ATP-evoked calcium signal inhibitors, parental CHO, primary screen, counter-screen for OX1R antagonist project, cell-based, fluorescence, Fluo-8 calcium dye | parental CHO-K1, ATP-induced calcium, Fluo-8 fluorescence | inhibition, % at 5.6 µM | 0.63% of 330,000 active | AID 463079, 2010;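 active = inhibition above that plate's mean sample inhibition plus 3 SD, cut at about 26% in these data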;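 note: 0% = ATP-challenged DMSO wells and 100% = DMSO wells without ATP; some compounds past the cut are filed as inactive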
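Assay system: untransfected parental CHO cell line. Also added: ATP agonist challenge. Dosing: one dose, 5.6 µM nominal. Measured by: Fluo-8 fluorescence. Read-out: % inhibition. Benchmarks: ATP wells versus no-ATP DMSO wells. Repeats: no replicates.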
M1 ag parental: counter-screen for M1 agonists: effect in parental CHO-K1 cells | Fluo-8 calcium fluorescence; scaled to maximal ATP response, vehicle zero | activation, % at 3 µM | 0.48% of 360,000 active | AID 602248, 2012; in the data active = activation above about 15%;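 note: untransfected CHO-K1 host cells lacking M1 receptor as counterscreen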
TAAR1 ag: human TAAR1 agonists, primary screen, Fluo-8 calcium fluorescence, CHO RD-HGA16 cells; Trace amine-associated receptor 1 (Homo sapiens), Q96RJ0; vehicle wells 0%, saturating PEA agonist 100%; activation, % at 3 µM; 0.99% of 360,000 active; AID 624467, 2012;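 active = activation above the mean activation of all test compounds in the run plus 3 SD, cut at about 38% in these data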
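System: CHO-derived RD-HGA16 cells with stable Gα16 and human TAAR1 / Times: 17-24 h plating, Fluo-8 75 min 37 °C, 30 min RT / Technique: calcium-sensitive Fluo-8 signal, excitation 470-495, emission 515-575 nm / Measure: % activation relative to PEA EC100 response / Benchmarks: DMSO and PEA EC100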
CHO-K1 Ca PAM: nonselective calcium activators in parental CHO-K1 cells, primary screen, counter-screen for M1 PAM project, cell-based, Fluo-8 calcium fluorescence, full deck, 1536-well | ATP EC20; 0% at ATP EC20, 100% at ATP max | activation, % at 3 µM | 0.02% of 360,000 active | AID 602247, 2012;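 active = activation above the run cutoff, the mean activation of all test compounds plus 3 SD, cut at about 40% in these data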;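 note: peak over basal fluorescence ratio in a 140 s read after ATP addition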
* marks the source's active call; other numbers are inactive results; x = no result given.

Compound	OXTR potentiate	CHO-K1 Ca antag	TAAR1 antagonist	V1R ag counter	CHRM1 agonist	CHO parental Ca	M1 ag parental	TAAR1 ag	CHO-K1 Ca PAM
Cc1nn(-c2ccc(Cl)cc2)c(Cl)c1/C=N/NC(=O)c1ccc(NS(=O)(=O)c2cccs2)cc1	-8	0	-5	-1.4	-5	-5	0.0	-1	-4
CC(SC(C)C(=O)NN=Cc1c[nH]c2ccccc12)C(=O)NN=Cc1c[nH]c2ccccc12 (configuration not stated)	x	-18	12	x	0	x	1.3	1	19
O=C(c1cc(C2CC2)nn1-c1ccccc1)N1CCN(S(=O)(=O)c2c(F)cccc2F)CC1	-7	-18	12	0.0	-8	-14	1.6	-1	10
CC(=O)N1c2ccc(S(=O)(=O)N3CCC(C(=O)NCc4ccc(Cl)cc4)CC3)cc2CC1C (configuration not stated)	-11	-14	22	3.3	-8	-4	7.9	3	3
O=C(Nc1nc(-c2ccccc2)cs1)C1CCCO1 (configuration not stated)	-7	-18	-1	0.8	-8	-6	1.8	10	13
Cc1ccc(S(=O)(=O)Nc2ccc(N3CCOCC3)cc2)cc1[N+](=O)[O-]	-6	-2	-15	3.5	0	-22	0.9	2	-12
Cc1ccccc1C(=O)N1CCN(c2ccc(NC(=O)c3ccc([N+](=O)[O-])o3)cc2)CC1	-13	-17	28	12	0	15	1.0	14	17
CCN(CC)C(=O)Cn1cc(SCC(=O)NC2CCCC2)c2ccccc21	-3	-12	-10	-1.0	-5	-1	0.1	1	15
O=P(Cc1cc(Br)cc(Br)c1OCCO)(c1ccccc1)c1ccccc1	-4	2	-23	-2.2	-1	-35	2.5	5	-7
Cc1ccc(S(=O)(=O)N2[C@@H](c3ccccc3)C(C(=O)O)=CC[C@H]2c2ccc(Cl)cc2)cc1	-22	7	10	5.0	-1	-12	0.8	0	-19
CC(C)OC(=O)CSc1ncnc2c1cnn2-c1ccccc1	1	-16	16	2.6	-3	-24	1.6	12	19
COc1ccc(CCNC(=O)CN2CCC(n3nnc4cc(F)ccc43)CC2)cc1OC	x	-18	-1	x	-7	x	1.0	-4	22
COCCNc1nc(N)c([N+](=O)[O-])c(NCc2ccccc2)n1	x	-15	-7	x	-1	x	2.3	19	-5
O=C1CC(c2ccco2)CC2=C1C=Nc1ccccc1N2 (configuration not stated)	-15	-1	-8	2.5	-3	-15	2.0	10	8
O=C(NCc1ccccc1)C1=C[C@@H](c2ccc3c(c2)OCO3)C[C@@H](OCCCCO)O1	6	-21	6	0.7	-5	-15	0.5	8	15
Cc1ccc(C)c(N(C)C(=O)c2ccc3c(=O)n4c(nc3c2)CCCCC4)c1	-16	-13	-1	-0.3	-4	-32	3.0	6	14
COc1ccccc1NC(=O)C(C)OC(=O)c1cccc(-n2cnnn2)c1 (configuration not stated)	5	-7	-8	0.8	-1	-14	0.9	1	15
O=C(NCc1ccc(F)cc1)C(c1ccc(F)cc1)N(C(=O)c1csnn1)C1CC1 (configuration not stated)	-3	-18	8	-0.3	-2	-18	1.2	1	18
Cc1ccc(/C=N\NC(=O)c2cc(OCC(F)(F)F)ccc2OCC(F)(F)F)cc1	4	-2	32	-0.1	-6	-9	-0.4	16	9
O=C(CN1C(=O)NC2(CCCC2)C1=O)Nc1ccc(Cl)cc1F	-6	-14	-15	-0.1	0	-10	0.5	3	11
CC(=O)Nc1c(O)nc(SCc2ccccc2C#N)[nH]c1=O	-2	-9	6	-0.9	-7	-3	0.9	3	16
O=C(c1ccc(Cl)cc1)N1CCCOC1	-9	-5	-5	0.6	-3	8	0.0	3	1
Cc1nc2ccccc2c(=O)n1/N=C/c1ccc(F)cc1	-9	-14	-28	0.2	-4	-2	0.7	-1	-5
CC(C)[C@H](NC(=O)[C@@H]1CSC2c3ccccc3C(=O)N21)C(=O)NCC1CCCO1 (some centres not stated)	0	-11	-18	0.5	-3	-5	1.1	1	21
CC(=O)NCC(=O)OCC(=O)c1ccc(Cl)cc1	-18	-1	-8	0.8	-5	-4	-0.1	1	5

Exported as labelled records: 2 of the compounds above.
SMILES: CC(C)[C@H](NC(=O)[C@@H]1CSC2c3ccccc3C(=O)N21)C(=O)NCC1CCCO1 (some centres not stated)
  OXTR potentiate = 0 | CHO-K1 Ca antag = -11 | TAAR1 antagonist = -18 | V1R ag counter = 0.5 | CHRM1 agonist = -3 | CHO parental Ca = -5 | M1 ag parental = 1.1 | TAAR1 ag = 1 | CHO-K1 Ca PAM = 21

SMILES: COc1ccc(CCNC(=O)CN2CCC(n3nnc4cc(F)ccc43)CC2)cc1OC
  OXTR potentiate = x | CHO-K1 Ca antag = -18 | TAAR1 antagonist = -1 | V1R ag counter = x | CHRM1 agonist = -7 | CHO parental Ca = x | M1 ag parental = 1.0 | TAAR1 ag = -4 | CHO-K1 Ca PAM = 22

Additional structures:
Compound	OXTR potentiate	CHO-K1 Ca antag	TAAR1 antagonist	V1R ag counter	CHRM1 agonist	CHO parental Ca	M1 ag parental	TAAR1 ag	CHO-K1 Ca PAM
Oc1ccccc1C1=Nc2nc3ccccc3n2C(c2ccccc2)C1 (configuration not stated)	-4	-5	54*	1.8	-3	-33	1.4	13	16
CC1CCCCN1C(=O)COC(=O)CNC(=O)c1sc2ccccc2c1Cl (configuration not stated)	2	1	-22	3.7	-1	-13	3.1	0	11
CCOc1ccc(/C=N/N(C)c2ccccc2)cc1OC	-3	-10	10	-0.8	-5	-18	0.1	3	21
O=C(Nc1ccc2c(c1)OCO2)C1CCN(S(=O)(=O)Cc2ccccc2)CC1	-19	-3	11	1.8	-4	14	1.2	7	9
CC(=O)Nc1ccc(S(=O)(=O)NNC(=O)c2cc3c4ccccc4n(C)c3s2)cc1	-14	7	0	0.3	-4	-10	-0.1	1	9
O=C1C[C@@H](c2ccc(O[C@@H]3O[C@H](CO)[C@@H](O)[C@H](O)[C@H]3O)cc2)Oc2cc(O)ccc21	-8	4	-7	0.3	-2	3	0.1	3	-8
Cc1ccc(Cn2c(CCNc3nc(-c4ccc(Cl)c([N+](=O)[O-])c4)cs3)nc3cc(Cl)c(Cl)cc32)cc1	-14	-11	-3	-1.0	-6	-23	2.0	1	22
CCN(Cc1ccncc1)Cc1c(O)ccc2cc(Br)ccc12	x	-1	-5	x	-3	x	-0.5	5	-7
Cc1ccc(S(=O)(=O)N(C)c2ccc(OC(=O)CN3C(=O)NC4(CCCC4)C3=O)cc2)cc1	-6	1	12	8.1	-1	-5	3.0	6	-29
CCCCOc1ccc(C(=O)NNC(=O)C2C3CCC(C3)C2C(=O)O)cc1 (configuration not stated)	-6	-5	-14	0.0	0	-10	1.8	2	4
O=S(=O)(Cc1ccc(Cl)cc1)N1CCCCCC1	-8	-3	-28	-0.1	-4	-17	0.1	-1	14
O=C1CCC[C@@H]2C[C@@]3(C[C@@H]4CCN1[C@H]24)Nc1cc([N+](=O)[O-])ccc1NC3=NC1CCCCC1	x	-14	15	x	-7	x	0.0	9	12
NC(=S)N/N=C/c1ccc2ccccc2c1	1	-3	12	-0.4	-8	-15	-0.1	-2	9
COc1ccc2c(c1)CCC1C2CCC2(C)C(O)C(=O)CC12 (configuration not stated)	x	-8	-11	x	-3	x	0.8	1	11
C/C(CC1(O)C(=O)Nc2ccccc21)=N\O (configuration not stated)	-10	1	18	1.6	-1	-9	0.1	1	-5
COc1cc(/C=C/C(=O)Nc2cccc(S(=O)(=O)NC3=NCCCCC3)c2)ccc1OCC#N	0	-10	15	0.0	-2	-11	1.4	2	5
Cc1ccc(C(=O)NCC(=O)OCC(=O)Nc2ccccc2C#N)s1	-1	-5	-4	1.3	-3	-10	4.0	0	14
CC(C)(C)c1nnc(NC(=O)Nc2ccc(Cl)cc2)s1	-6	1	14	-0.3	3	-16	-0.3	7	-5
CC(=O)NC12CC3CC(C1)CC(C(=O)N1CCN(S(=O)(=O)c4ccc([N+](=O)[O-])cc4)CC1)(C3)C2	x	-15	-6	x	-6	x	0.4	2	1
Cc1cc(C(=O)OCC(=O)NC2CCCCC2C)c2ccccc2n1 (configuration not stated)	-10	-20	12	5.8	1	-20	7.3	7	11
CCOP1(=O)C=C(Sc2ccc([N+](=O)[O-])cc2[N+](=O)[O-])C(C)(C)O1 (configuration not stated)	x	2	-14	x	-1	x	-0.4	4	-7
COc1ccc(F)cc1CN1CCN(C(=O)c2ccc(S(=O)(=O)N3CCCCCC3)cc2)CC1	x	-8	12	x	-6	x	0.5	0	-1
O=S1(=O)CC(N2CC=CC2)CN1Cc1cn(Cc2cccc(C(F)(F)F)c2)nn1 (configuration not stated)	x	-7	-13	x	x	x	0.5	3	-5
O=C(Nc1ccc(C(=O)O)cc1)Nc1cccc([N+](=O)[O-])c1	0	-12	3	0.4	-2	-11	0.5	11	19
CC(C)C(C(=O)NCC1CCCO1)N(Cc1ccco1)C(=O)CNS(=O)(=O)c1ccc(F)cc1 (configuration not stated)	-15	4	-12	-0.3	1	-14	0.0	14	-6
CCn1c(SCC(=O)Nc2ccc(OC)cc2)nc2nc3c(cc2c1=O)CCCC3	-1	-6	-1	0.1	-7	-24	2.5	1	19
Cc1ccc(CCNC(=O)CS(=O)Cc2nc(-c3ccccc3F)oc2C)cc1 (configuration not stated)	-8	-2	-14	0.2	-3	-32	0.0	0	4
